# GAA inh: qHTS Assay for Inhibitors of Human alpha-Glucosidase as a Potential Chaperone Treatment of Pompe Disease. purified human GAA, 4-MU-alpha-glucoside fluorescence. actives 0.005% (n = 200,000). Lysosomal alpha-glucosidase (Homo sapiens), P10253. Potency, µM (doses to about 76.9 µM), inactives show at the highest dose activity change, negative = inhibition, actives largely listed as inhibitors;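 also: plate controls were uninhibited enzyme wells for no effect and no-enzyme background for full effect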
#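 Fluorescence at Ex 365/Em 440 nm from 4-methylumbelliferone reported enzyme activity after 20 min at room temperature. Reactions used 4 nM enzyme and 400 uM substrate at pH 5.0; curves fitted with the Hill equation.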
# GAA spleen mod: qHTS Assay for Inhibitors and Activators of Human alpha-Glucosidase From Spleen Homogenate | Potency, µM (doses to about 79.9 µM), for inactives: at the highest dose activity change, negative = inhibition, usual class: inhibitors | AID 2112, 2009 | actives 0.006% (n = 240,000) | human spleen homogenate, 4-MU-alpha-glucoside fluorescence;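 also: 0% = enzyme with vehicle and -100% = no enzyme basal signal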
#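 Human spleen homogenate (1 ug) with 4-methylumbelliferyl-alpha-D-glucopyranoside (1 mM final) in 50 mM citrate/phosphate pH 5.0, 0.01% Tween-20; 40 min at 37 C. Stopped at pH 10; 4-MU fluorescence Ex 365/Em 440 nm; AC50 by Hill fit.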
# GAA glycogen: qHTS Assay for Inhibitors and Activators of Human alpha-Glucosidase Cleavage of Glycogen; recombinant GAA, glycogen substrate, Amplex Red glucose oxidase fluorescence; Potency, µM (highest dose often 76.4 µM), inactives show at the top dose activity change, negative = inhibition, actives largely listed as inhibitors; actives 0.38% (n = 300,000); AID 2100, 2009;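 also: 0% = full enzyme reaction and -100% = no-enzyme basal signal; the screen sought inhibitors and activators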
#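 qHTS, 1536-well; enzyme 4 nM final; cpd up to 77 uM; substrate bovine liver glycogen 30 ug; 50 mM citrate/phosphate pH 5.0, 0.01% Tween-20; 37 C, 40 min; Amplex Red detection 45 min RT; Hill fit → AC50.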
# RECQ1 helicase: qHTS Assay for Inhibitors of RecQ-Like Dna Helicase 1 (RECQ1); ATP-dependent DNA helicase Q1 (Homo sapiens), P46063; RECQ1 DNA unwinding, red fluorescence kinetic read; Potency, µM (highest dose often 57.3 µM), for inactives: at the highest dose activity, negative = inhibition, usual class: inhibitors; actives 0.54% (n = 240,000); AID 2549, 2010;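 also: plate controls were vehicle for no effect and no enzyme for full effect; nearly all actives have a fitted effect of over 30% in size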
# Target sequence (P46063 whole entry, looked up): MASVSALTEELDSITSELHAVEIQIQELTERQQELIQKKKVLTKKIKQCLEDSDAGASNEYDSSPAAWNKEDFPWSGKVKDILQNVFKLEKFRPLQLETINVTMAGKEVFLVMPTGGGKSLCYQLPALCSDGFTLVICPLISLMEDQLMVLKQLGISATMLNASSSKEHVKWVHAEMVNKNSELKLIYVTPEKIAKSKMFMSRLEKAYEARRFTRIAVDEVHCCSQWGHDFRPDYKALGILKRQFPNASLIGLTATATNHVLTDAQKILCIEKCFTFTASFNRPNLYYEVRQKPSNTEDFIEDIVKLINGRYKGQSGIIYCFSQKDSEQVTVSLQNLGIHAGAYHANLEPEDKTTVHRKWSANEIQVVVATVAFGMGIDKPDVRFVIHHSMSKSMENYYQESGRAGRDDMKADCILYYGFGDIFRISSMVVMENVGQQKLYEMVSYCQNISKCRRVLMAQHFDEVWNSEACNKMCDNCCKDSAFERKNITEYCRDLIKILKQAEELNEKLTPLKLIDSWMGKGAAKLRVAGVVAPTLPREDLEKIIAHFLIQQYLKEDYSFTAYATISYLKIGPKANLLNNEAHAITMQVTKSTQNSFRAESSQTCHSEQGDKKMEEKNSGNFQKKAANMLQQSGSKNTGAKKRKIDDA
#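 RECQ1T1 50 nM; forked duplex (20 bp + 30-nt ss tails) 200 nM, ATP 2 mM final; pH 8.0, 2 mM MgCl2, 2.5 ug/ml poly(dI-dC); 15 min compound preincubation; discontinuous kinetic read over 2 h at RT.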
# RGS12 GoLoco inh: qHTS Assay for Inhibitors of RGS12 GoLoco Motif Activity (Red Fluorophore) | Gai1:RGS12 GoLoco peptide FP, rhodamine, 10 min | Potency, µM (top dose mostly 61.6 µM), for the others: top-dose activity, negative = inhibition, hits mostly inhibitors | actives 0.44% (n = 230,000) | AID 880, 2007; active = well fitted inhibition curve with a large enough effect, not every such curve was filed as active; inactive = no such curve, though single readings can be large or run the other way; also: nearly all actives have a fitted effect of over 30% in size; many of its hits are not listed in these tables
# TR SRC2 fluor cs: Total Fluorescence Counterscreen for Inhibitors of the Interaction of Thyroid Hormone Receptor and Steroid Receptor Coregulator 2; TRb/SRC2 Texas Red total fluorescence interference; Potency, µM (doses to about 106 µM), without a hit: at the highest dose fluorescence change, negative = quenching; actives 0.29% (n = 280,000); AID 1479, 2009; active = well fitted curve in either direction with a large enough effect; inconclusive = small, poorly fitted or top-dose-only effect
#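 Human TRb ligand-binding domain at 0.6 uM with 20 nM Texas Red SRC2 peptide in Tris buffer containing 1 uM T3 and 5% DMSO, incubated with compound 5 h at ambient temperature. Total fluorescence (555/632 nm) calculated as parallel + 2 × perpendicular.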
# L3MBTL1 inh: qHTS Assay for the Inhibitors of L3MBTL1; AlphaScreen L3MBTL1–H3K9me1 peptide binding; Potency, µM (doses to about 57.1 µM), for the others: top-dose activity, negative = inhibition, hits mostly inhibitors; actives 0.66% (n = 230,000); AID 485360, 2010; also: nearly all actives have a fitted effect of over 60% in size
#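 AlphaScreen proximity signal between nickel-chelate acceptor and streptavidin donor beads (final 10 ug/mL) reports binding of 50 nM L3MBTL1 to 75 nM biotin-H3 K9me1 peptide; complex incubated with compounds 30 min at room temperature; cefsulodin titration as control.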
# TRb-SRC2 inh: qHTS for Inhibitors of the Interaction of Thyroid Hormone Receptor and Steroid Receptor Coregulator 2; Potency, µM (highest dose often 106 µM), for the others: at the highest dose activity change, negative = inhibition, most hits filed as inhibitors; Thyroid hormone receptor beta (Homo sapiens), P10828; TRbeta-SRC2 peptide binding, fluorescence polarization; receptor liganded with 1 µM T3; actives 0.065% (n = 280,000);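 also: plate controls were bound peptide for no effect and peptide without receptor for full effect; nearly all actives have a fitted effect of over 50% in size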
# Target sequence (P10828 whole entry, looked up): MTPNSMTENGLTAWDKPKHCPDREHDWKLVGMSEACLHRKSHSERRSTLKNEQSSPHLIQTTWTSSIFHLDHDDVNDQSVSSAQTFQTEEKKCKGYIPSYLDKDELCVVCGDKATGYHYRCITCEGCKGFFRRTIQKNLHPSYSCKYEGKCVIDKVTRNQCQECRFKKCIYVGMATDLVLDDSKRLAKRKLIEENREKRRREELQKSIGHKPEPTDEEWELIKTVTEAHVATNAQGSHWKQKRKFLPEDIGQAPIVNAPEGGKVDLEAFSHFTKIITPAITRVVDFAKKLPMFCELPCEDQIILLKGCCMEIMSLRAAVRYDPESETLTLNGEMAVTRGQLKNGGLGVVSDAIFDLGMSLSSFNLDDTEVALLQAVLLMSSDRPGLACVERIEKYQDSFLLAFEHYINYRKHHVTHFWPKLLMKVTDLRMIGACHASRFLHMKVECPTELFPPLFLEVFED
#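 Fluorescence polarization of 20 nM Texas Red SRC2 peptide (20-aa NR interaction domain) bound to 0.6 uM human TRb ligand-binding domain, with 1 uM T3, after 5 hr at ambient temperature; inhibition seen as decreased polarization.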
# * = called active by the depositor; i = inactive; ? = inconclusive; · = no result given; & = joins results of further samples; [ ] = dose if it differs, or a comment. Unless noted, calls follow the shape of the dose curve; as a rule, active = well fitted curve in the direction sought with a large enough effect; inconclusive = small, poorly fitted or top-dose-only effect, or another doubt; inactive = no such curve, though single readings can be large; an effect the other way counts as inactive or inconclusive. Unless noted, % is scaled to controls: 0 for no effect and ±100 for the full control effect; potency is read from the fitted curve at half-maximal effect.
# Values run as follows: GAA inh	GAA spleen mod	GAA glycogen	RECQ1 helicase	RGS12 GoLoco inh	TR SRC2 fluor cs	L3MBTL1 inh	TRb-SRC2 inh
Cc1cc(C)c(NC(=O)CN(c2ccccc2)S(=O)(=O)N(C)C)c(C)c1
→ -3%	-14%	13%[76.3 µM]	-22%	7%	-11%&-4%	·	4%&-14%
CC1(C(=O)CSc2nc3ccccc3s2)CCC(=O)O1 (stereo not drawn)
→ -5%	1%	-22%	-4%	0%	-1%	-5%	-11%
O=C(OCn1ncc(Br)c(Br)c1=O)c1c(F)cccc1F
→ -9%	-2%	2%	i	-7%	-4%	·	-2%
CCOC(=O)C(NCc1ccccc1OC)(NC(=O)c1ccccc1)C(F)(F)F (stereo not drawn)
→ -1%	3%	2%	-5%	0%	2%	-1%	3%
Cc1ccc2c(c1)[C@H]1OCC[C@H]1[C@@H](c1ccncc1)N2
→ ?	-11%	-14%	-11%	5%	-3%	-3%	3%
Nc1c(C(=O)N/N=C/c2ccc([N+](=O)[O-])cc2)cnn1-c1ccccc1
→ ·	-1%	3%	0%	2%	-3%	4%	-7%
CC(=O)c1c(N)nc2n(c1=O)CCCCC2
→ -3%	3%	-3%	-7%	8%	1%	0%	5%
CCCC[C@@H]1CCCO[C@@](C(=O)NCc2ccc(S(C)(=O)=O)cc2)(C(F)(F)F)C1
→ ·	-13%	·	-7%	·	-2%	·	4%
CSc1nc2c(c(=O)n1Cc1ccccc1)SC(C)C2 (stereo not drawn)
→ -10%	-6%	0%	0%	1%	2%	-3%	2%
N#CC1=C(S)N(c2ccccc2)C(c2ccc(-c3cccc(Cl)c3)o2)NC1=O (stereo not drawn)
→ 7%	-15%	0%	3%	15%	1%	-2%	0%
COc1cc(C2CC(=O)c3c(ccc4ccccc34)N2)ccc1O (stereo not drawn)
→ -14%	2%	-23%	-4%	·	1%	4%	-2%
Cc1ccc(S(=O)(=O)N(C)C)cc1NC(=O)Cn1c(CN2CCOCC2)nc2ccccc2c1=O
→ 0%	-5%	-5%	i	9%	-3%	1%	-6%
CC(=O)c1ccc(OCCCC(=O)OCC(=O)N2CCN(c3ccccc3)CC2)cc1
→ 3%	7%	-14%	-2%	2%	0%	-5%	-5%
Cc1nc2ccccc2n1CCc1nc2c3ccccc3nc(SCC#N)n2n1
→ 5%	-7%	17%	-7%	-2%	-8%	4%	2%
O=c1cc(N2CCc3ccccc3C2)[nH]c(=O)n1Cc1ccc(F)cc1
→ 4%	5%	9%	9%	9%	-5%	0%	0%
O=C(NCc1ccccn1)c1cc(-c2ccc(Cl)cc2)nc2ccccc12
→ -1%	-6%	11%	-9%	-2%	1%	-4%	-2%
O=C1C2C(C(=O)N1CCc1ccccc1)C1C=CC2C12CC2 (stereo not drawn)
→ 2%	-14%	5%	i	6%	2%	·	3%
O=S(=O)([N-]c1nc2ccccc2nc1-n1cc[n+](Cc2ccccc2)c1)c1ccc(Cl)cc1
→ ·	7%	5%	-7%	-34%	4%	3%	-7%
C=CCn1c(C)cc(C(=O)CSc2nnc(-c3cccc(S(=O)(=O)N(CC)CC)c3)o2)c1C
→ ?	-1%	-2%	-1%	14%	0%	·	7%
Cc1[nH]c(=O)[nH]c(=O)c1S(=O)(=O)N1CCCC(C(=O)NCCc2ccccc2)C1 (stereo not drawn)
→ 1%	0%	8%	-6%	-7%	-6%	·	3%

# Shown field by field: part of the list above.
canonical_smiles: O=C1C2C(C(=O)N1CCc1ccccc1)C1C=CC2C12CC2 (stereo not drawn)
  GAA inh = 2%
  GAA spleen mod = -14%
  GAA glycogen = 5%
  RECQ1 helicase = i
  RGS12 GoLoco inh = 6%
  TR SRC2 fluor cs = 2%
  L3MBTL1 inh = ·
  TRb-SRC2 inh = 3%

canonical_smiles: O=S(=O)([N-]c1nc2ccccc2nc1-n1cc[n+](Cc2ccccc2)c1)c1ccc(Cl)cc1
  GAA inh = ·
  GAA spleen mod = 7%
  GAA glycogen = 5%
  RECQ1 helicase = -7%
  RGS12 GoLoco inh = -34%
  TR SRC2 fluor cs = 4%
  L3MBTL1 inh = 3%
  TRb-SRC2 inh = -7%

# Carrying on:
# Values run as follows: GAA inh	GAA spleen mod	GAA glycogen	RECQ1 helicase	RGS12 GoLoco inh	TR SRC2 fluor cs	L3MBTL1 inh	TRb-SRC2 inh
C(=N\Nc1nc(-c2ccccc2)cs1)/c1ccncc1
→ 5%	3%	?	i	8%	-2%	-8%	-4%
Cc1ccc(NC(=O)COC(=O)CCC(=O)c2cccs2)cc1S(=O)(=O)N1CCOCC1
→ -2%	0%	-5%	i	-9%	-2%	·	-1%
C[C@@H](C(=O)Nc1ccc2ccccc2c1)[C@H]1C[C@]1(C)[C@H](NS(=O)(=O)c1ccccc1)c1ccccc1
→ -4%	-4%&-5%	-1%	-8%&-12%	5%&7%	1%&3%	-2%	-1%&3%
CCOC(=O)c1c(C)n(C)c2ccc(OC)c(NC(=O)CN3CCN(C4CCCCC4)CC3)c12
→ -7%	-4%	1%	18%	0%	-6%	·	-7%
O=C(CC(C(=O)O)P(=O)(c1ccccc1)c1ccccc1)c1ccc(Br)cc1 (stereo not drawn)
→ ·	-9%	3%	-8%	4%	0%	9%	-3%
Cc1ccc(C(=O)N/C(=C/c2ccco2)C(=O)NCC2CCCO2)cc1 (stereo not drawn)
→ 0%	-18%	-2%	-1%	-11%	0%	-3%	7%
O=C(COC(=O)c1ccc(S(=O)(=O)NCc2ccco2)cc1)Nc1ccc(Cl)cn1
→ 7%	-1%	20%	-21%	36%[activator]	1%	?	3%
Cc1ccc(-c2[nH]c3ccccc3c2SCCN)cc1
→ ·	12%	8%	16%	4%	-2%	?	2%
COc1ccc2cc(C(c3nnnn3C(C)(C)C)N3CCc4ccccc4C3)c(=O)[nH]c2c1 (stereo not drawn)
→ 4%	-7%	-2%	-2%	9%	-2%	-4%	-5%
CCCCn1c(SCC(=O)N2c3ccccc3Sc3ccccc32)nc2c1c(=O)n(C)c(=O)n2C
→ 8%	5%	-6%	3%	2%	0%	-20%	3%
COc1ccc(C(=O)N/N=C/c2cccc3cccnc23)cc1
→ -13%	7%	6%	-5%	9%	3%	?	-1%
CC(C)=C(NC(=O)c1ccccc1)C(=O)NCCCC(=O)O
→ -3%	0%	-5%	-1%	9%	-11%	11%	2%
Cc1cccn2c(CN(C)CC3CCCCO3)c(C(=O)N3CCCCC3)nc12 (stereo not drawn)
→ -1%	-8%	4%	0%	-1%	-4%	-4%	-13%
COc1ccc(CC(=O)Nc2ccccc2C(=O)N2CCOCC2)cc1
→ -4%	-12%	1%	1%	2%	0%	-4%	5%
CCN1CCN(c2ncc(C(=O)Nc3cc(Cl)ccc3OC)c3ccccc23)CC1
→ -4%	-4%	7%	-1%	10%	3%	0%[11.4 µM]	-4%
Cc1ccc(S(=O)(=O)N2CCC(CN3C(=O)c4cccc5cccc(c45)C3=O)CC2)cc1
→ ?	-15%	4%	i	-11%	-5%	-5%	-8%
Cn1c(=O)c(/C=C/c2ccc(F)cc2)nc2ccccc21
→ 4%	5%	5%	-8%	19%	-4%	62%[activator]	0%
COc1ccc(COCC(O)CN2CC(C)OC(C)C2)cc1OC (stereo not drawn)
→ -8%	-6%	-15%	-6%	-3%	0%	·	-3%
NC(=O)CC(NC(=O)Cc1ccc(Br)cc1)c1ccc(NC2CCC2)c([N+](=O)[O-])c1 (stereo not drawn)
→ ·	4%	5%	i	-11%	-3%	·	3%
CCOC(=O)c1[nH]cnc1N=Nc1c(O)ccc2ccccc12
→ -1%	-2%	7%	-2%	146%[activator]	-3%	-10%	3%

# A run of entries of the results above, as a working copy:
# Values run as follows: GAA inh	GAA spleen mod	GAA glycogen	RECQ1 helicase	RGS12 GoLoco inh	TR SRC2 fluor cs	L3MBTL1 inh	TRb-SRC2 inh
COc1ccc(COCC(O)CN2CC(C)OC(C)C2)cc1OC (stereo not drawn)
→ -8%	-6%	-15%	-6%	-3%	0%	·	-3%
NC(=O)CC(NC(=O)Cc1ccc(Br)cc1)c1ccc(NC2CCC2)c([N+](=O)[O-])c1 (stereo not drawn)
→ ·	4%	5%	i	-11%	-3%	·	3%
CCOC(=O)c1[nH]cnc1N=Nc1c(O)ccc2ccccc12
→ -1%	-2%	7%	-2%	146%[activator]	-3%	-10%	3%

# (further entries)
Molecule,GAA inh,GAA spleen mod,GAA glycogen,RECQ1 helicase,RGS12 GoLoco inh,TR SRC2 fluor cs,L3MBTL1 inh,TRb-SRC2 inh
C=CCn1c(SCc2nc3ccccc3[nH]2)nnc1-c1ccncc1,-6%,-2%,-2%,-4%,17%,-1%,1%,-14%
CCCCOC(=O)C1CCC[C@@H](C)N1 (stereo partly drawn),4%,1%,3%,-2%,0%,0%,4%,2%
O=C(NCc1nc(-c2ccc(C(F)(F)F)cc2)no1)c1cccs1,·,3%,1%,-8%,14%,-2%,·,5%
CC(=O)Oc1ccccc1C(=O)Oc1ccc(/C=N/n2cnnc2)cc1,-1%,-3%,8%,i,-13%,1%,6%,-3%
C/C(=N\NC(=O)OC(C)(C)C)c1cccc([N+](=O)[O-])c1,-3%,4%,-6%,-11%,5%,-6%,1%,-4%
COc1cc(OC)cc(-c2nc3ccccc3c(=O)n2OC(=O)c2ccc(C)c(C)c2)c1,-10%,-4%,7%,-3%,6%,0%,-6%,-6%

# Not all compounds are listed, so the mix of outcomes need not match the whole.
